Granule exo inh: lytic granule exocytosis inhibition; TALL-104 LAMP-1 surface exposure, flow cytometry; cells stimulated with thapsigargin and PMA; inhibition, % at 10 µM; actives 0.66% (n = 360,000); AID 651702;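 active = inhibition above about 55%, limit read from the data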
ABCB6 inh 2: blocks the human ABCB6 transporter; Q9NP58; K562-ABCB6 porphyrin accumulation, flow cytometry, 1 h; active compounds read low; fluorescence ratio to DMSO, % at 10 µM; actives 0.19% (n = 360,000); AID 602162;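 active = fluorescence ratio to DMSO below 75%, the collection mean minus 3 SD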;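 also: signal is porphyrin accumulated inside mitochondria; 100% equals median channel fluorescence of DMSO control wells; lower ratio means ABCB6 inhibition with less porphyrin fluorescence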
Target sequence (Q9NP58 whole entry, looked up): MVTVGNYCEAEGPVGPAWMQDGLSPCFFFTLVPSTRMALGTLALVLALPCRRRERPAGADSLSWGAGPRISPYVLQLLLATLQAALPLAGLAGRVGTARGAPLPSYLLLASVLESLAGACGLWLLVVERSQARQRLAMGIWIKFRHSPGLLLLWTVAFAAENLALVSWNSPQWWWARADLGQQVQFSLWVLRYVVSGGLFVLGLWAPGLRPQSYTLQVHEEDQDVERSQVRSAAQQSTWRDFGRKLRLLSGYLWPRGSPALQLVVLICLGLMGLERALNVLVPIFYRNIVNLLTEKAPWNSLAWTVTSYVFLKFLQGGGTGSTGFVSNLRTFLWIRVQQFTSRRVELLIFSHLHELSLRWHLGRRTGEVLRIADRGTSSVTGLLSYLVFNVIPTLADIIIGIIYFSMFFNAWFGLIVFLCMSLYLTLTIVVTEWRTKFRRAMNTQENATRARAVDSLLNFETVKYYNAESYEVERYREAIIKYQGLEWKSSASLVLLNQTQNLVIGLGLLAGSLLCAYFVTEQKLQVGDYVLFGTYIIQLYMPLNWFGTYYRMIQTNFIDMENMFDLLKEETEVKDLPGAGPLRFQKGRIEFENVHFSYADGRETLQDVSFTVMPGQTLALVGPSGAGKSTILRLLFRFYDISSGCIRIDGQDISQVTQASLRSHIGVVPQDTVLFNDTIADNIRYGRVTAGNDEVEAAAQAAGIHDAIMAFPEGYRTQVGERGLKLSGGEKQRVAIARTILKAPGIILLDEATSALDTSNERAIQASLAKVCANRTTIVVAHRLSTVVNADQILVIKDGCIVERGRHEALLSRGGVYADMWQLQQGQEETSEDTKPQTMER
iPSC survival up: enhancers of human iPSC single-cell survival; hiPSC single-cell survival, ATPlite luminescence; 100% = ROCK inhibitor wells, 0% = DMSO; survival enhancement, % at 20 µM; actives 0.044% (n = 360,000); AID 602274; in the data active = survival enhancement above about 18%;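 also: cells exposed to compounds for 16 hours before the ATP read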
N-glyco inh: N-linked glycosylation inhibition; reporter increase, % at 12.5 µM; D54 ERlucT glycosylation luciferase reporter, 24 h; percent of 100 nM tunicamycin response; AID 588692; actives 0.23% (n = 360,000);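 active = mean luciferase reporter signal, scaled so untreated is 0 and the glycosylation-blocking control 100, at or above a set limit in every replicate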;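 also: luciferase carries N-glycosylation sites so blocking glycosylation raises the light; 0% = median of neutral control wells and 100% = median of 100 nM tunicamycin wells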
PDI turbidity: blocks human protein disulfide isomerase activity | P07237 | PDI insulin aggregation turbidity, A650, 90 min | inhibition, % at 10 µM | actives 0.052% (n = 350,000);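 active = mean inhibition across replicates of 30% or more, whatever share of single replicates reach that level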;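 also: absorbance from insulin aggregation driven by PDI reduction with DTT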
CaV13 FRET inh: Primary screen for inhibitors of IQ motif and Ca2+-dependent inactivation inhibitor domain binding in CACNA1D, Förster resonance energy transfer in living cells, …. HEK cells, CFP/YFP FRET ICDI-IQ, plate reader, 10 min; percent FRET-ratio fall versus neutral wells. inhibition, % at 12.3 µM. actives 0.098% (n = 340,000). AID 743397;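 active = mean replicate inhibition of at least 30% and at least 1% of replicates passing that level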;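 also: 0% = median of the neutral control wells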
aDG glyco act: increases alpha dystroglycan glycosylation; Pro5-aDG cells, alpha-DG glycosylation AlphaScreen (IIH6); 0% Pro5, 100% B10-LARGE cell signal; activation, % at 10 µM; actives 0.22% (n = 360,000); AID 624168;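 active = activation of at least 8% versus controls, or a plate z-score of at least 8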;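 also: Pro5 are CHO cells carrying HIG-tagged alpha-DG that lacks glycosylation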
Vif imaging: inhibitors of HIV Vif | HEK293T cells, Vif self-association by quenched fluorescence, imaging, 24 h | inhibition, % at 7.49 µM | actives 0.35% (n = 340,000) | AID 602346; in the data active = inhibition above about 50%, passing the limit was not always enough; also: some results filed as inactive read as strong as hits
m5-HT2A agonist: agonists of mouse serotonin 5-HT2A receptor (HTR2A); P35363; CHO-K1 mHTR2A beta-arrestin complementation, luminescence; percent of 30 µM serotonin response; activation, % at 7.6 µM; actives 0.66% (n = 360,000); AID 624169;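 active = activation above a run cutoff, the mean activation of all tested compounds plus 3 SD, cut at about 14% in these data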;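 also: 0% = plate median of compound wells and 100% = 30 µM serotonin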
H9c2 protect: myocardial damage modulation in H9c2 cells. H9c2 cardiomyocytes, H2O2 injury protection, ATPLite, 2 h. protection from H2O2 cell death, % at 20 µM. actives 0.63% (n = 360,000);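 active = compounds giving at least 50% protection of heart cells from peroxide-induced death in the single-dose screen, raw or plate-pattern-corrected value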;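 also: 0% = DMSO wells with peroxide and 100% = DMSO wells without peroxide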
An asterisk follows results filed as active; x = no result given. Rows are unselected; any-hit rate near 3.1%.

SMILES	Granule exo inh	ABCB6 inh 2	iPSC survival up	N-glyco inh	PDI turbidity	CaV13 FRET inh	aDG glyco act	Vif imaging	m5-HT2A agonist	H9c2 protect
COc1ccc(C(=O)N=C2SC3CS(=O)(=O)CC3N2Cc2ccc(OC)c(OC)c2)cc1 (stereo unspecified)	-7	99	1.0	-2	-3	-2	-0.1	0	5	-1
O=C(O)c1cc(/C=C/C(=O)c2cc(F)ccc2O)c2c(c1)COCO2	0	93	-0.3	4	1	-3	-0.3	7	-3	1
O=C1/C(=C/c2ccccn2)SC(=S)N1CCc1ccccc1	-2	100	0.2	1	2	-4	0.0	3	-2	-2
NC(=O)c1c(NC(=O)c2cccnc2)sc2c1CCCC2	-2	96	-0.7	0	-27	-7	-0.1	-2	7	0
CCC(C)NC(=O)c1cc(-c2ccc(OC)cc2)on1 (stereo unspecified)	-5	101	-2.9	-3	7	-5	0.1	-4	1	-6
O=C(CCS(=O)(=O)c1ccc(Br)cc1)NCCc1ccccc1	26	94	0.4	0	4	-20	0.0	-4	2	-1
CCC(=O)NC(=S)Nc1ccccc1C(=O)OC	8	100	3.0	2	-1	-4	0.1	1	-7	12
Cc1ccc(NC(=O)Nc2cc(S(C)(=O)=O)ccc2Cl)cc1	0	93	-0.4	0	0	-6	0.0	-11	-8	0
CC1CCCN(CCC(=O)c2ccccc2)C1 (stereo unspecified)	0	95	-0.5	-1	-6	-7	0.3	10	9	0
CCNc1nc(NCC)n2c(SCC(=O)Nc3ccccc3[N+](=O)[O-])nnc2n1	-1	104	-1.2	1	-2	-3	-0.1	2	11	-5
O=C(c1cc(-c2ccc(Cl)cc2)nc2ccccc12)N1CCC1	0	101	0.6	-2	1	-2	-0.2	-10	3	6
CCOc1cc(/C=N\NC(=O)Cn2nc([N+](=O)[O-])cc2C)ccc1OCc1cccc2ccccc12	0	90	0.5	-3	-12	-4	0.8	-2	-5	4
CCOC(=O)C1CCCN(C(=O)Cc2c(C(=O)O)[nH]c3ccccc23)C1 (stereo unspecified)	6	85	0.1	1	11	-4	0.0	-4	1	-2
[O-][n+]1c(/C=C/c2ccccc2)ccc2ccccc21	87*	95	-0.7	4	0	-4	0.1	-2	10	-15
Oc1ccc(-c2csc(Nc3ncccn3)n2)cc1	-10	101	-0.1	-8	2	-2	-0.3	-7	2	-6
CCOc1ccccc1OCC(=O)OC(C)C(=O)Nc1ncc(Cl)cc1Cl (stereo unspecified)	-2	97	0.4	2	4	-6	0.0	-2	9	6
COc1ccccc1-c1noc(Cn2cc(S(=O)(=O)N3CCCC3)ccc2=O)n1	-5	100	-0.4	2	2	-3	-0.1	-7	1	-5
CC(NC(=O)c1ccc(Br)o1)c1ccccc1 (stereo unspecified)	2	100	-0.7	1	-4	-6	-0.2	-6	0	0
COc1ccc(CNC(=O)c2csc(Cc3ccccc3)n2)cc1	-4	92	-0.4	-1	5	-1	0.3	0	2	-3
Cn1c(=O)n(C)c2cc([N+](=O)[O-])c(N3CCN(CCO)CC3)cc21	-4	94	0.6	5	1	0	-0.1	-5	1	0
CCCC(=O)Nc1cc(C)c(NC(=O)c2ccncc2)cn1	1	85	1.0	1	3	-1	-0.3	15	-1	7
Cn1cnnc1Sc1nc([N+](=O)[O-])nn1C	-16	100	0.1	1	-8	8	0.0	1	4	4
CNC(=O)NC(=O)COC(=O)c1ccccc1OCc1ccccc1	-1	94	-0.8	1	1	3	-0.1	5	1	3
CCOc1ccc(Nc2ncnc3ccc([N+](=O)[O-])cc23)cc1	-1	90	-0.2	-11	-3	-4	2.3	-1	0	11
CSCCC(NC(=O)c1ccccc1Cl)C(=O)N(C)Cc1cccs1 (stereo unspecified)	8	97	-0.4	-4	1	-6	-0.2	3	7	18
O=C1c2ccccc2NC(c2cn[nH]c2-c2ccccc2)N1O (stereo unspecified)	7	92	0.3	-2	2	-4	0.0	7	2	50*
CC1(c2nnnn2-c2ccc3c(c2)OCCO3)CCC(=O)N1CCc1ccccc1F (stereo unspecified)	-4	97	0.9	x	x	-12	-0.2	x	-1	x
O=C(NCC1CCCO1)c1ccc2c(c1)OCO2 (stereo unspecified)	-5	99	0.0	1	6	-7	0.0	x	2	-1
COc1cc(OC)c(OC)cc1CN(C)CC1CCCN(CCc2ccccc2F)C1 (stereo unspecified)	46	105	-0.3	-1	6	-19	-0.2	1	-7	2
O=C(NCCN1CCOCC1)c1ccc(Cl)c(S(=O)(=O)NCc2ccccc2)c1	0	102	-0.3	0	-9	-6	0.2	3	-9	6
COc1cc2ccccc2cc1C(=O)N1CCCC1	0	94	-0.4	0	0	-2	-0.2	0	-2	-3
Cc1cc(C)nc(NC(=O)C(C)C)n1	30	112	-3.7	-1	2	x	0.0	17	-1	-2
Clc1ccccc1-c1ncc(-c2ccccc2)o1	-5	101	-0.7	-9	-1	-6	0.0	-1	4	-17
COC(=O)[C@@]12CCCCN1[C@H](c1ccc(-c3ccc4c(c3)OCO4)cc1)[C@H]1C(=O)N(C)C(=O)[C@H]12	-17	97	-1.2	-3	-2	-8	0.1	-4	-3	-13
CCSc1ncc(Cl)c(C(=O)Nc2ccc(S(=O)(=O)Nc3onc(C)c3C)cc2)n1	3	103	-0.2	1	-12	-6	-0.1	-5	12	8
O=C(Nc1ccc(F)cc1F)C1CCCN1S(=O)(=O)c1ccc(-c2ccc(=O)[nH]n2)s1 (stereo unspecified)	5	102	-0.6	0	-9	-7	-0.3	4	6	5
COc1ccc(CNC(=O)CCn2c(=O)oc3ccccc32)c(OC)c1	9	101	0.3	-1	0	-16	0.0	4	10	-4
COCCNC(=O)CCc1c(C)nc2c(c(C)nn2-c2ccc(C)c(C)c2)c1C	-3	97	-0.4	-5	0	-4	0.1	1	5	1
CCCOc1ccc(CSc2nnc(CCC)n2N)cc1	0	100	3.9	6	3	-5	0.5	-7	-2	9
COC(=O)c1ccc(CNC(=O)Cn2nnnc2CN(C)C(C)C)cc1	8	96	-0.1	2	-36	-20	0.1	5	4	0

The list goes on, overlapping the part above by 2 compounds.
SMILES	Granule exo inh	ABCB6 inh 2	iPSC survival up	N-glyco inh	PDI turbidity	CaV13 FRET inh	aDG glyco act	Vif imaging	m5-HT2A agonist	H9c2 protect
CCCOc1ccc(CSc2nnc(CCC)n2N)cc1	0	100	3.9	6	3	-5	0.5	-7	-2	9
COC(=O)c1ccc(CNC(=O)Cn2nnnc2CN(C)C(C)C)cc1	8	96	-0.1	2	-36	-20	0.1	5	4	0
Cc1nnc(NC(=O)CC(C)c2ccccc2)s1 (stereo unspecified)	-1	106	0.1	-1	1	-3	-0.2	-4	-3	7
O=C(Cc1cc(=O)[nH]c(=O)[nH]1)NCCN1CCOCC1	5	92	-0.7	4	x	-4	0.1	6	-2	2
CC(C)CCNC(=O)CN(Cc1ccc(F)cc1)C(=O)CCC(=O)Nc1ccccn1	-10	101	-0.5	4	-10	-3	0.1	-9	-3	-3
CC(C)c1cccc(C(C)C)c1NC(=O)CN1C(=O)NC2(CCCCCCC2)C1=O	-4	103	0.3	1	-14	-3	0.4	-2	0	-1
O=C(NC(=S)Nc1cccc(C(F)(F)F)c1)c1csnn1	-3	98	-0.9	1	-1	-7	-0.2	1	0	-4
N#C/C(=C\C=C\c1ccccc1)C(=O)Nc1ccccc1	-2	97	-1.2	6	13	-6	-0.3	11	-4	2
C=CCNc1nc(Cl)nc(Nc2ccccc2)n1	-1	99	0.1	1	5	-1	0.1	1	-1	-8
CC(=O)n1nc(-c2ccc(C)cc2)nc1NCc1ccco1	-1	94	-0.2	0	3	-10	-0.1	1	2	-11
COc1ccc(Br)cc1/C=C/C(=O)NC(=S)Nc1ccc(Cl)c(C(=O)O)c1	-5	96	-0.1	3	-4	3	0.1	-1	-1	8
CCc1nc2ccc(C(=O)N3CCN(C)CC3)cn2c1N(C)CCC(C)C	22	103	1.1	0	-4	-4	0.0	11	-5	4
CCOc1ccc(C(=O)NCCC(=O)NCCCC(=O)O)cc1	-1	97	-0.7	1	5	-9	-0.1	4	10	1
CC1(C(=O)O)CCCN(C(=O)c2cccnc2Oc2ccccc2)C1 (stereo unspecified)	2	88	2.1	2	-2	-15	-0.3	0	6	-3
CN(C)C(=O)CCC(=O)N1CCCCC1C(=O)Nc1ccc(Oc2ccccc2F)cc1 (stereo unspecified)	-8	94	-0.6	-1	-2	-2	-0.1	1	4	5
Cc1cc(C)n(-c2ccccc2[N+](=O)[O-])n1	8	100	-1.3	1	13	0	0.4	-5	4	6
Cc1ccccc1N(CC(=O)N/N=C/c1cc(Br)c(C)o1)S(C)(=O)=O	5	104	1.1	-1	-1	-8	-0.1	-1	1	-1

Molecules above with an aryl methoxy group, in the order listed:
SMILES	Granule exo inh	ABCB6 inh 2	iPSC survival up	N-glyco inh	PDI turbidity	CaV13 FRET inh	aDG glyco act	Vif imaging	m5-HT2A agonist	H9c2 protect
COc1ccc(C(=O)N=C2SC3CS(=O)(=O)CC3N2Cc2ccc(OC)c(OC)c2)cc1 (stereo unspecified)	-7	99	1.0	-2	-3	-2	-0.1	0	5	-1
CCC(C)NC(=O)c1cc(-c2ccc(OC)cc2)on1 (stereo unspecified)	-5	101	-2.9	-3	7	-5	0.1	-4	1	-6
COc1ccccc1-c1noc(Cn2cc(S(=O)(=O)N3CCCC3)ccc2=O)n1	-5	100	-0.4	2	2	-3	-0.1	-7	1	-5
COc1ccc(CNC(=O)c2csc(Cc3ccccc3)n2)cc1	-4	92	-0.4	-1	5	-1	0.3	0	2	-3
COc1cc(OC)c(OC)cc1CN(C)CC1CCCN(CCc2ccccc2F)C1 (stereo unspecified)	46	105	-0.3	-1	6	-19	-0.2	1	-7	2
COc1cc2ccccc2cc1C(=O)N1CCCC1	0	94	-0.4	0	0	-2	-0.2	0	-2	-3
COc1ccc(CNC(=O)CCn2c(=O)oc3ccccc32)c(OC)c1	9	101	0.3	-1	0	-16	0.0	4	10	-4
COc1ccc(Br)cc1/C=C/C(=O)NC(=S)Nc1ccc(Cl)c(C(=O)O)c1	-5	96	-0.1	3	-4	3	0.1	-1	-1	8

Assay outcomes: PubChem, several laboratories
